CCT modulator – changes cytosolic chaperonin activity. purified chaperonin ATPase assay, HTRF ADP detection, 30 min. activity change, % (test concentration not listed), hits read low. 0.3% of 360,000 active; in the data active = activity change below about -30%; also: % is scaled to controls: 0 for no effect and ±100 for the full control effect
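We incubate TRiC, 40 or 20 nM final, with library compounds at 76 uM and 10 uM ATP for 30 min at 37 °C. ADP formed is detected with Transcreener HTRF reagents after 30 min at room temperature.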
EPAC2 antag – blocks human EPAC2 exchange factor; 0.18% of 360,000 active; Q8WZA2; AID 720708; EPAC2 GEF exchange of Rap1B-BODIPY-GDP, fluorescence; Potency, µM (series often up to 114 µM), for the others: top-dose activity, negative = inhibition, hits mostly inhibitors; also: potency is read from the fitted curve at half-maximal effect; % is scaled to controls: 0 for no effect and ±100 for the full control effect; nearly all actives have a fitted effect of over 45% in size; many of its hits are not listed in these tables
Target sequence (Q8WZA2 whole entry, looked up): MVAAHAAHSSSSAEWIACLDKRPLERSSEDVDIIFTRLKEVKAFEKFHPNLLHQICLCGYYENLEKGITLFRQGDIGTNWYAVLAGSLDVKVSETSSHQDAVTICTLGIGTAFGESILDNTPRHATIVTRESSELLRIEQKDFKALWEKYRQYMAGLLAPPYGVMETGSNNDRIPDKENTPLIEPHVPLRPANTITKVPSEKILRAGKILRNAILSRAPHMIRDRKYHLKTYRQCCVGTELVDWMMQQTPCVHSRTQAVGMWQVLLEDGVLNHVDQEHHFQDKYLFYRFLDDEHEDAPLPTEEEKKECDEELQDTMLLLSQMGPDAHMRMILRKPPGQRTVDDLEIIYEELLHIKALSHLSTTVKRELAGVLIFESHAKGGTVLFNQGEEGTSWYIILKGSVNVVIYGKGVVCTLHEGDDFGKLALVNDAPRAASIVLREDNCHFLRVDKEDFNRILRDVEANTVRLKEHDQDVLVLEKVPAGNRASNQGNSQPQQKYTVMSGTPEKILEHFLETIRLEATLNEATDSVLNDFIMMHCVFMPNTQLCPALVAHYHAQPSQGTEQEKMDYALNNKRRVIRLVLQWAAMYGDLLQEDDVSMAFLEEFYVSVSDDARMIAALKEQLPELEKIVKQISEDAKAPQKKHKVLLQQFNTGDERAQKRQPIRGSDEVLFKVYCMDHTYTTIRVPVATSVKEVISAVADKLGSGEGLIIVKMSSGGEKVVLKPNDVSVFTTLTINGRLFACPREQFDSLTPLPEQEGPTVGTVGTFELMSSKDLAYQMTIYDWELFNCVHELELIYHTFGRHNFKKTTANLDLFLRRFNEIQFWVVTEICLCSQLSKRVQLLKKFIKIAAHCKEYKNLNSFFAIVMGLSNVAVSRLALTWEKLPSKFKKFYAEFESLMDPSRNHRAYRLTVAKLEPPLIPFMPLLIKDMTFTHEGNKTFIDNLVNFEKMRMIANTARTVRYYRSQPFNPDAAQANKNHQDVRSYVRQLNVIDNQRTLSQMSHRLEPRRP
TGFb inhibitor – TGF-b pathway inhibition; HepG2 CAGA-GFP TGF-b/SMAD3 reporter, GFP fluorescence, 18 h; TGF-beta stimulated, 500 pg/mL final; Potency, µM (highest dose often 46.1 µM), inactives show top-dose activity, negative = inhibition, hits mostly inhibitors; 1.2% of 410,000 active; also: potency is read from the fitted curve at half-maximal effect; % is scaled to controls: 0 for no effect and ±100 for the full control effect; nearly all actives have a fitted effect of over 65% in size
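Read-out: total well GFP (ex488/em500-530) summed from mean per-cell fluorescence. Cells: HEPG2 CAGA-GFP, 1% FBS DMEM, 18 h at 37 degrees C with 500 pg/mL final TGF-beta. Unstimulated wells served as the full-inhibition control; stimulated DMSO wells = 0%.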
pAkt inh – inhibitors of Akt phosphorylation | Neuro2A IGF-stimulated pAkt S473 HTRF, 20 min; stronger effect = lower value | activity change, % for hits at 50 µM | 0.32% of 360,000 active | AID 651550; in the data active = activity change below about -80%; inconclusive = mostly about -51% to -80%; also: % is scaled to controls: 0 for no effect and ±100 for the full control effect
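Neuro2A cells (4,500/well, DMEM with 0.5% FBS) were treated with compound at a single 50 µM final concentration, stimulated with 6 nM IGF for 20 min at 37 °C, and lysed. Phospho-Akt Ser473 was read by HTRF as 665/615 ratio ×10^4.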
A549 viability – kills or reduces viability of A549 cells in Nrf2 counter-screen | A549 ARE-Fluc cells, CellTiter-Fluor viability, 18-24 h | Potency, µM (series often up to 46 µM), without a hit: top-dose activity change, negative = cytotoxicity, usual class: inhibitors | 0.16% of 390,000 active | AID 504648; also: potency is read from the fitted curve at half-maximal effect; % is scaled to controls: 0 for no effect and ±100 for the full control effect
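A549 ARE_Fluc cells in 5% FBS OPTI-MEM were exposed to compounds in concentration-response for 18-24 h at 37 deg C. Viability was read by CellTiter-Fluor fluorescence (Ex 405/Em 525) after 30 min, before the luciferase read.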
Nrf2 ARE act – activators of Nrf2 (ARE) signaling. AREc32 ARE-luciferase reporter (MCF7-derived line), luminescence, 24 h. Potency, µM (highest dose often 46.1 µM), for inactives: at the highest dose activation, hits mostly activators. 0.31% of 410,000 active. AID 624171; also: potency is read from the fitted curve at half-maximal effect; % of control where 0% means no effect; nearly all actives have a fitted effect of over 65% in size
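Each well held 1000 AREc32 cells, which were incubated with compound for 24 hr at 37 deg C after overnight attachment, and ARE reporter activity was quantified by firefly luciferase luminescence.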
EPAC2 ag – agonists of human EPAC2 (RAPGEF4). 0.079% of 360,000 active. Q8WZA2. AID 720711. Potency, µM (doses to about 154 µM), for inactives: at the highest dose activation, most hits filed as activators. EPAC2 activation, biochemical qHTS; response scale: 100% = 6.5 mM cAMP response; also: potency is read from the fitted curve at half-maximal effect; nearly all actives have a fitted effect of over 50% in size
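In this primary screen, activation is scored as increased exchange of BODIPY-GDP from Rap1B by 100 nM EPAC2, with 50 uM GDP as competitor. Signal is normalized to the 6.5 mM cAMP agonist control.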
Nrf2 inh – inhibitors of Nrf2 signaling | A549 ARE-Fluc reporter, luciferase luminescence, 18-24 h | Potency, µM (titrated, usually from 46 µM), inactives show top-dose activity change, negative = inhibition, hits mostly inhibitors | 2.1% of 360,000 active | AID 504444; also: potency is read from the fitted curve at half-maximal effect; % is scaled to controls: 0 for no effect and ±100 for the full control effect; nearly all actives have a fitted effect of over 60% in size
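Cells were seeded and rested 2 h, then exposed to compounds for 18-24 h. CellTiter-Fluor was read first as a viability measure. BugLite was added 15 min before the final luminescent read of ARE-luciferase activity in A549 cells.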
MmCpn inh – M. maripaludis TRiC chaperonin inhibition; Potency, µM (top dose mostly 76.9 µM), for inactives: at the top dose activity, negative = inhibition, actives largely listed as inhibitors; 0.031% of 330,000 active; purified Mm-Cpn ATPase, ADP Transcreener TR-FRET; also: potency is read from the fitted curve at half-maximal effect; % is scaled to controls: 0 for no effect and ±100 for the full control effect; nearly all actives have a fitted effect of over 80% in size
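Measured: ADP formation by purified Mm-CPN. Conditions: 25 nM protein, 10 uM ATP, Tris pH 7.4 with Mg2+, K+ and DTT, 37°C for 30 min. Detection: Transcreener HTRF after 30 min at room temperature.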
* hit, by the source's call; i = inactive; ? = inconclusive; nt = not tested or not shown. Unless noted, calls follow the shape of the dose curve; as a rule, active = well fitted curve in the direction sought with a large enough effect; inconclusive = small, poorly fitted or top-dose-only effect, or another doubt; inactive = no such curve, though single readings can be large; an effect the other way counts as inactive or inconclusive. The list is partial. The share of hits here may be higher or lower than overall.

compound	CCT modulator	EPAC2 antag	TGFb inhibitor	pAkt inh	A549 viability	Nrf2 ARE act	EPAC2 ag	Nrf2 inh	MmCpn inh
CC(CNC(=O)C1CCN(C(=O)c2cc3sccc3n2C)CC1)c1ccccc1 (stereo not drawn)	nt	nt	-21.6%	nt	-8.4%	-0.5%	nt	-12.9%	nt
COc1cc(CNC(=O)CCn2nc(C)c3c(C)n(-c4ccccc4)nc3c2=O)cc(OC)c1OC	1.6	1.7%	-1.9%	i	15.4%	-0.4%	3.7%	16.5%	2.1%
Cn1nc(-c2ccccc2)c(C#N)c1Sc1cccc(Cl)c1	-6.1	-4.0%	-28.0%	i	-16.2%	0.0%	11.5%	?	-0.5%
O=[N+]([O-])c1ccc(-c2ccc(/C=N/Nc3nc(NCc4ccccc4)nc(N4CCOCC4)n3)o2)cc1	2.6	-3.2%	-25.7%	i	-19.0%	19.9%	2.5%	-7.5%	-1.2%
CS(=O)(=O)c1ccc(C(=O)OCC(=O)NCc2cccs2)cc1[N+](=O)[O-]	-6.2	-6.3%	11.2µM*	i	?	-2.6%	-2.7%	?	2.9%
Cc1ccc(C)c(S(=O)(=O)N2CCCC2CNC(=O)C(=O)NCc2ccco2)c1 (stereo not drawn)	-0.6	-6.4%	-26.4%	i	13.9%	18.8%	-3.2%	-18.7%	-0.2%
O=C(CNC(=O)c1cccc([N+](=O)[O-])c1)OCCCC(=O)c1ccc(F)cc1	4.2	-14.0%	-18.5%	i	3.9%	-1.4%	3.6%	1.0%	-0.1%
COc1cc(/C=C(\C(=O)O)c2ccc(S(=O)(=O)N3CCCC3)s2)cc(OC)c1	0.0	-3.2%	-5.2%	i	-5.1%	-0.7%	-6.1%	5.5%	-3.2%
O=C(COC(=O)/C=C/c1ccco1)Nc1ccc(F)cc1Cl	-1.9	14.1%	-4.2%	i	1.2%	3.16µM*	1.9%	21.7%	0.3%
C=C(C)c1cccc(C(C)(C)NC(=O)N2CCN(c3ccc(OC)cc3)CC2)c1	0.7	-1.6%	-27.9%	i	1.0%	0.2%	-9.2%	2.4%	-0.4%
COc1ccc(C)cc1N(CC(=O)N/N=C/c1ccc2c(c1)OCO2)S(C)(=O)=O	0.8	1.7%	-2.7%	i	4.3%	0.7%	7.5%	-8.8%	-0.8%
Clc1ccccc1Cn1cccc1C1=NC(Cc2ccccc2)CO1 (stereo not drawn)	nt	nt	-4.1%	nt	7.3%	-1.0%	nt	7.2%	nt

Remaining list, next part:
compound	CCT modulator	EPAC2 antag	TGFb inhibitor	pAkt inh	A549 viability	Nrf2 ARE act	EPAC2 ag	Nrf2 inh	MmCpn inh
COn1c(C)c(C(C)=O)c2c3nonc3ccc21	-3.3	3.4%	-26.1%	i	-1.6%	-1.2%	4.4%	nt	-1.3%
COc1cccc(CN2c3ccc(Br)cc3C(=O)CS2(=O)=O)c1	1.0	-24.4%	7.94µM*	i	0.2%	-0.7%	4.3%	9.3%	-6.7%
COCCCN1C(=O)CC(C(=O)OC)=C1C	-5.4	5.9%	-3.2%	i	-1.8%	3.9%	14.5%	-3.4%	2.7%
O=[N+]([O-])c1ccccc1CCc1cnc(Cl)s1	-0.1	-5.5%	0.0%	i	6.8%	0.5%	5.5%	2.1%	0.5%
COc1ccc2sc(N(CCCN(C)C)C(=O)c3ccc(S(=O)(=O)N4CCCc5ccccc54)cc3)nc2c1	-1.5	-10.5%	22.4µM*	i	?	6.4%	10.5%	6.2%	0.2%
Cc1cccc(OCCn2cnc(Cl)c2Cl)c1	-22.8	?	-24.5%	i	1.3%	-0.2%	-13.4%	?	2.2%
O=c1[nH]c(=S)[nH]c2nc(-c3cccs3)cc(C(F)(F)F)c12	3.5	6.1%	12.8%	i	2.4%	2.1%	-3.0%	-16.9%	0.4%
CC(OC(=O)c1ccco1)C(=O)NC1CCCCC1 (stereo not drawn)	0.9	11.7%	9.0%	i	-21.9%	0.0%	3.1%	-21.3%	0.0%
COc1nc(N=C(N)N)nc2c(C)cccc12	-2.3	-1.0%	?	i	-9.0%	5.9%	-1.4%	-11.4%	0.8%
O=C(NC1CCCCCC1)C1CCN(S(=O)(=O)c2cnc[nH]2)CC1	-1.4	0.2%	-3.1%	i	-0.8%	0.1%	3.1%	-7.8%	-0.3%
COc1ccc(C(=O)N2CCOC2CNC(=O)C(=O)NCc2ccc(F)cc2)cc1 (stereo not drawn)	-1.5	9.1%	-7.6%	i	-0.8%	0.2%	10.8%	-13.9%	2.0%
Cc1nonc1NC(=O)CSc1ccccn1	-1.7	2.0%	5.7%	i	-1.2%	-0.2%	14.3%	-5.4%	-10.8%

The list continues:
compound	CCT modulator	EPAC2 antag	TGFb inhibitor	pAkt inh	A549 viability	Nrf2 ARE act	EPAC2 ag	Nrf2 inh	MmCpn inh
Cc1cc(=O)oc2ccc(OC(C)C(=O)O)cc12 (stereo not drawn)	0.2	-1.4%	0.4%	i	-0.1%	0.2%	-9.0%	-16.3%	-2.3%
CC(=O)N(C)c1ccc(NC(=O)c2cnn(C)c2)cc1	-3.2	-3.3%	7.7%	i	-8.0%	-0.2%	3.2%	4.9%	0.2%
CC(C)NC(=O)N(C)C[C@H]1Oc2ccc(NC(=O)CCN3CCOCC3)cc2C(=O)N([C@H](C)CO)C[C@@H]1C	-0.2	-8.7%	-3.5%	i	2.9%	-1.0%	2.9%	6.3%	-1.3%
CC(NC(=O)c1cc(-c2ccccn2)nc2ccc(Cl)cc12)C1CCCO1 (stereo not drawn)	2.0	-1.2%	6.1%	i	2.1%	4.3%	-8.1%	4.2%	-0.2%
Cc1oc(-c2ccc(Cl)cc2)nc1CS(=O)CC(=O)NCCCN1CC(C)CC(C)C1 (stereo not drawn)	-1.0	-5.4%	?	i	-2.7%	2.2%	8.4%	0.8%	-3.5%
Cc1ccc2c(N)c(C#N)sc2n1	-0.4	-1.8%	-2.1%	i	-12.1%	0.4%	-5.2%	-13.5%	-3.0%
O=C(Nc1ccc(N2CCOCC2)cc1)C1CCCN(S(=O)(=O)c2ccccc2)C1 (stereo not drawn)	-1.3	3.3%	-3.8%	i	0.4%	0.0%	5.3%	-22.3%	-0.1%
O=C(O)/C=C/C(=O)Nc1ccccc1C(=O)Nc1ccccc1	0.2	-3.0%	-0.7%	i	-20.7%	12.9%	7.6%	-10.0%	-2.2%
Cc1cc(C(=O)CN2C(=O)NC(CC(C)C)C2=O)c(C)n1-c1ccccc1F (stereo not drawn)	-0.3	-0.1%	0.0%	i	0.2%	0.8%	3.5%	25.9%	-0.3%
CCN1C(=O)[C@@H]2[C@@H](c3ccc(-c4ccccc4)cc3)N3CCC[C@@]3(C(=O)OC)[C@@H]2C1=O	-1.2	5.2%	-26.0%	i	-5.5%	-0.5%	5.2%	4.4%	2.6%
O=C(CN1CCN(c2ccc(F)cc2)CC1)c1cccs1	0.9	4.2%	-17.0%	i	8.3%	1.0%	8.6%	19.3%	1.1%
COc1ccc(OC)c(NC(=O)c2cc3n(n2)C(C(F)(F)F)CC(c2ccc4c(c2)OCO4)N3)c1 (stereo not drawn)	2.1	-1.7%	12.1%	nt	-9.0%	-0.4%	2.7%	nt	1.0%

Full records as entered above:
Cc1cccc(OCCn2cnc(Cl)c2Cl)c1 across the screens: CCT modulator: -22.8; EPAC2 antag: ?; TGFb inhibitor: -24.5%; pAkt inh: i; A549 viability: 1.3%; Nrf2 ARE act: -0.2%; EPAC2 ag: -13.4%; Nrf2 inh: ?; MmCpn inh: 2.2%
CS(=O)(=O)c1ccc(C(=O)OCC(=O)NCc2cccs2)cc1[N+](=O)[O-] across the screens: CCT modulator: -6.2; EPAC2 antag: -6.3%; TGFb inhibitor: 11.2µM*; pAkt inh: i; A549 viability: ?; Nrf2 ARE act: -2.6%; EPAC2 ag: -2.7%; Nrf2 inh: ?; MmCpn inh: 2.9%

Later entries.
compound	CCT modulator	EPAC2 antag	TGFb inhibitor	pAkt inh	A549 viability	Nrf2 ARE act	EPAC2 ag	Nrf2 inh	MmCpn inh
O=C(O)c1ccc(NC(=S)NC(=O)C(c2ccccc2)c2ccccc2)cc1	1.2	-10.5%	-2.0%	i	-4.9%	0.0%	-13.7%	-17.8%	0.7%
O=C(Cc1ccc(Cl)cc1)N/N=C/c1cccc(O)c1	0.0	?	-14.2%	i	3.0%	5.6%	4.3%	-3.1%	1.9%
Nc1[nH]c(=O)[nH]c(=O)c1N=Nc1cccc(Cl)c1	-0.4	-3.4%	-11.8%	i	-6.6%	0.1%	5.5%	12.0%	1.0%
CN(Cc1ccccc1)Cc1nc2c(c(=O)n(C)c(=O)n2C)n1Cc1ccc(Cl)cc1	-1.5	5.3%	0.9%	i	nt	0.3%	13.9%	14.6µM*	1.0%
Cc1c(O[C@@H]2O[C@H](CO)[C@@H](O)[C@H](O)[C@H]2O)ccc2c1oc(=O)c1ccccc12	-2.0	1.2%	8.5%	i	5.2%	0.5%	12.0%	-14.9%	-1.4%
O=C(O)c1ccc(CS(=O)(=O)Cc2ccccc2F)o1	-1.6	5.1%	1.5%	i	1.3%	-0.1%	-0.4%	7.1%	-2.2%
CCOC(=O)c1c(C)nc2sc3c(=O)n(-c4ccc(C(C)=O)cc4)nnc3c2c1-c1ccc(OC)cc1	-1.2	-0.9%	-4.7%	i	-19.6%	0.2%	4.6%	14.6µM*	0.5%
CCN(CC)S(=O)(=O)c1ccc2oc(SCC(=O)Nc3cc(C)on3)nc2c1	-0.3	4.3%	10µM*	i	-10.0%	6.2%	-6.5%	?	-0.9%
CN(C)S(=O)(=O)c1cccc(NC(=O)CO/N=C(\N)c2ccccc2)c1	1.8	19.4%	-5.5%	i	0.0%	0.2%	1.8%	2.1%	0.8%
Cc1c(C(=O)N(C)C)sc(NC(=O)c2cccc([N+](=O)[O-])c2)c1C#N	0.3	-0.8%	-1.2%	i	-17.2%	-0.2%	-0.7%	2.8%	1.3%

High-throughput results from PubChem BioAssay.
